Tcruzi prolif = T. cruzi proliferation inhibition | inhibition, % at 8.34 µM | actives 5.9% (n = 77,000) | T. cruzi beta-gal in NIH3T3, GalScreen luminescence, 90 h | AID 624255;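 active means mean inhibition above about 93%, with at least 55% of replicates each passing it, limit read from the data, passing the limit was not always enough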
C diff growth = C. difficile growth inhibition; Clostridium difficile clinical isolate growth, OD600, 24 h; active compounds read low; growth activity, negative = inhibition, % at 16 µg/mL (by protocol); actives 0.25% (n = 86,000); AID 1259249;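 active means mean growth activity at or below -80% and every replicate also at or below -80%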;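 further: 0% = DMSO wells and -100% = levofloxacin 16 µg/mL wells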
GASC1 inh = KDM4C (human) demethylase inhibition; Q9H3R0; GST-KDM4C 2-372, H3K9me3 peptide, LANCE TR-FRET; inhibition, % at 12.5 µM; actives 0.15% (n = 96,000);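 active means mean replicate inhibition above about 25%, with at least 55% of replicates also reaching it, limit read from the data, passing the limit was not always enough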
Target sequence (Q9H3R0 2-372 limits assumed): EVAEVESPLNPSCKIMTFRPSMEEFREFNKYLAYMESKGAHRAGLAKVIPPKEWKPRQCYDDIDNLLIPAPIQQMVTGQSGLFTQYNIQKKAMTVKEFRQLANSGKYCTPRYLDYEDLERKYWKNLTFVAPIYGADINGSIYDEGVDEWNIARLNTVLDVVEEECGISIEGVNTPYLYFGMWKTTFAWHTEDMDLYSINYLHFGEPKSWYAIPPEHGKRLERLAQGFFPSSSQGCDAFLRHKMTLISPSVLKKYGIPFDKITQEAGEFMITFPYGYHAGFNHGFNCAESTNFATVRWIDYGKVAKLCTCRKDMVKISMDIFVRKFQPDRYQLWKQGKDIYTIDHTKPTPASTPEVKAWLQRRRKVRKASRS
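Material: N-terminal GST-fused human GASC-1 (KDM4C) fragment, residues 2-372. Input: 10 nM enzyme. Incubation: enzyme reaction 30 min, then detection 60 min, both room temperature. Doses: one test concentration per compound. Read-out basis: inhibition from TR-FRET ratio decrease. Detection: LANCE TR-FRET, excitation 340 nm, emissions 618 and 671 nm.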
Pf Dd2 growth = inhibitors of Plasmodium falciparum Dd2 growth; actives 2.3% (n = 94,000); P. falciparum Dd2 growth, SYBR Green, 72 h; active compounds read low; AID 1159554; activity change, % at 10 µM; in the data active means activity change below about -80%
The depositor's hits bear a star; · = not tested or not shown; & = joins results of further samples; ! = not active in a repeat.

SMILES | Tcruzi prolif | C diff growth | GASC1 inh | Pf Dd2 growth
C[C@H]1CN([C@@H](C)CO)S(=O)(=O)c2ccc(C3=CCCC3)cc2O[C@H]1CN(C)C(=O)CN(C)C | 3 | 1 | 1.1 | -41
COc1ccc2c3c([nH]c2c1)[C@@H](CO)N(C(=O)C1CCC1)CC31CCN(C(=O)c2ccncc2)CC1 | · | -5 | 0.1 | -21
CCCNC(=O)Nc1ccc2c(c1)C(=O)N(C)C[C@H](OC)[C@H](C)CN(C)[C@@H](C)CO2 | 35 | -6 | 2.6 | 5
O=S(=O)(c1ccc(F)cc1)N1CCCCN2[C@H](CO)[C@H](c3ccc(C#CC4CCCC4)cc3)[C@@H]2C1 | 81 | -5 | · | -5
C/C=C/c1ccc2c(c1)O[C@@H](CN(C)C(=O)c1ccccc1F)[C@@H](C)CN([C@H](C)CO)S2(=O)=O | -21 | 1 | -1.3 | -19
C[C@H](CO)N1C[C@H](C)[C@@H](CN(C)C(=O)c2ccc(F)cc2)Oc2cc(-c3cccc(C#N)c3)ccc2S1(=O)=O | 48 | -7 | 0.4 | -51
Cc1ccc(S(=O)(=O)Nc2ccc3c(c2)C(=O)N([C@H](C)CO)C[C@H](C)[C@@H](CN(C)Cc2ccccc2)OCCCC[C@H](C)O3)cc1 | 39 | -4 | -0.8 | 30
COc1ccc(CNC(=O)C[C@@H]2C=C[C@H](NC(=O)CN(C)C)[C@@H](CO)O2)cc1 | 16 | 0 | -0.5 | 4
CCCNC(=O)C[C@@H]1CC[C@H]2[C@@H](COc3ccc(NC(=O)C4CCOCC4)cc3C(=O)N2C)O1 | -8 | -3 | 0.1 | 8
COc1ccccc1-c1ccc2c(c1)O[C@H](CN(C)CC1CCOCC1)[C@@H](C)CN([C@@H](C)CO)S2(=O)=O | · | -1 | -0.8 | -36
COc1ccc(S(=O)(=O)Nc2ccc3c(c2)C(=O)N([C@@H](C)CO)C[C@H](C)[C@H](CN(C)C(=O)Nc2c(C)noc2C)OCCCC[C@H](C)O3)cc1 | -13 | 5 | -1.4 | -1
OC[C@@H]1[C@@H](c2ccc(-c3ccccc3F)cc2)[C@H]2CN(Cc3cncnc3)CCCCN12 | 46 | -2 | -0.4 | -13
COc1cccc(CNC(=O)C[C@H]2CC[C@H](NC(=O)C3CCOCC3)[C@H](CO)O2)c1 | 11 | -4 | -1.0 | 1
Cc1noc(C)c1S(=O)(=O)N(C)C[C@H]1OCCCC[C@@H](C)Oc2ccc(NC(=O)Nc3ccc(F)cc3)cc2C(=O)N([C@H](C)CO)C[C@@H]1C | 9 | -7 | -0.2 | -5
C[C@@H]1CN([C@@H](C)CO)C(=O)c2cc(NS(=O)(=O)c3cccs3)ccc2O[C@@H]1CN(C)CC1CCCCC1 | -2 | 16 | -0.1 | 19
CC=Cc1ccc2n(c1=O)C[C@H]1[C@H](CO)[C@@H](C(=O)N(C)C)N(CC3CC3)[C@@H]21 (mixture of isomers) | 56 | 0 | 3.9 | -6
CN(C)CC#Cc1ccc([C@@H]2[C@@H](CO)N3C(=O)CN(C(=O)c4cccc(F)c4)C[C@H]23)cc1 | · | 2 | 2.6 | -4
C[C@@H]1CN([C@@H](C)CO)S(=O)(=O)c2ccc(C#C[C@@H](C)O)cc2O[C@@H]1CN(C)C(=O)C1CCC1 | -10 | -5 | -1.3 | 4
CO[C@@H](CN(C)S(=O)(=O)c1ccc(C)cc1)[C@@H](C)CN(C(=O)Nc1ccccc1F)[C@@H](C)CO | 43 | · | -0.4 | -6
C[C@@H]1CN([C@@H](C)CO)C(=O)c2cccc(NC(=O)c3ccncc3)c2O[C@H]1CN(C)C | -8 | 1 | 0.0 | 10
C[C@@H]1CN([C@@H](C)CO)C(=O)c2cc(C#CCc3ccccc3)cnc2O[C@@H]1CN(C)C(=O)C1CCCCC1 | 78 | 10 | 1.1 | -59
CC(C)CC#Cc1ccc2c(c1)O[C@@H](CN(C)C(=O)C1CCOCC1)[C@H](C)CN([C@H](C)CO)S2(=O)=O | 84 | -5 | -1.8 | -33
Cc1noc(C)c1NC(=O)Nc1cccc2c1O[C@H](CN(C)Cc1ccc(C(=O)O)cc1)[C@H](C)CN([C@@H](C)CO)C2=O | -51 | 1 | 0.7 | 22
C[C@H](CO)N1C[C@H](C)[C@H](CN(C)S(=O)(=O)c2ccc(C#N)cc2)Oc2ncc(Br)cc2C1=O | -6 | 3 | 3.1 | ·
C[C@@H]1CN([C@@H](C)CO)C(=O)c2cc(NC(=O)Nc3ccc4c(c3)OCO4)ccc2O[C@@H](C)CCCCO[C@@H]1CN(C)S(=O)(=O)c1cn(C)cn1 | 28 | -2 | 1.4 | 21
SMILES | Tcruzi prolif | C diff growth | GASC1 inh | Pf Dd2 growth
C[C@H]1CN([C@@H](C)CO)C(=O)c2cc(C#Cc3ccncc3)cnc2O[C@@H]1CN(C)CC1CCOCC1 | -37 | 7 | -0.6 | 14
O=C(Nc1cc(F)ccc1F)N[C@@H]1C=C[C@@H](CC(=O)N2CCc3ccccc3C2)O[C@@H]1CO | · | -23 | -0.6 | 12
C[C@H]1CN([C@@H](C)CO)C(=O)c2cc(-c3ccc(F)cc3)cnc2O[C@H]1CN(C)C(=O)c1ccccc1F | 35 | -1 | -0.5 | -31
C[C@H]1CN([C@@H](C)CO)C(=O)Cc2cc(NC(=O)Nc3ccccc3)ccc2O[C@H]1CN(C)C(=O)Nc1cccc2ccccc12 | -2 | -1 | -2.6 | -6
COc1ccc(C#Cc2ccc3c(c2)[C@H]2[C@H](CCN2C(=O)c2ccccc2F)[C@H](CO)N3C)cc1 | 88 | · | -0.7 | -71
C[C@@H]1CN([C@H](C)CO)C(=O)c2cc(C#CC3(O)CCCC3)cnc2O[C@@H]1CN(C)C(=O)C1CCOCC1 | · | -2 | 2.5 | 48
CN1C(=O)c2cc(NC(=O)C3CC3)ccc2OC[C@H]2O[C@@H](CC(=O)NCC3CCCCC3)CC[C@H]21 | 31 | 2 | 2.9 | 3
COc1ccc(CN(C)C[C@H]2Oc3ccc(NS(=O)(=O)c4cccs4)cc3CC(=O)N([C@H](C)CO)C[C@H]2C)cc1 | 57 | -6 | 0.9 | 3
N#C[C@H]1[C@@H](c2ccc(C3=CCCCC3)cc2)[C@H](CO)N1S(=O)(=O)c1cccc(F)c1 | 100* | 1 | 1.0 | -18
CNC[C@H]1Oc2cc(C#Cc3cccc(F)c3)ccc2S(=O)(=O)N([C@@H](C)CO)C[C@@H]1C | 85 | 5 | -4.6 | -49
O=C(C[C@H]1CC[C@H]2[C@@H](COC[C@@H](O)CN2C(=O)c2ccc(F)cc2)O1)NCc1cccc(F)c1 | 38 | · | 1.0 | 1
COc1ccc(NC(=O)N(C)C[C@H]2Oc3ccc(NS(=O)(=O)c4cn(C)cn4)cc3CC(=O)N([C@H](C)CO)C[C@@H]2C)cc1 | 50 | -6 | -0.9 | 8
C[C@H](CO)N1C[C@H](C)[C@@H](CN(C)Cc2ccc(C(=O)O)cc2)OCc2cn(nn2)CCCC1=O | · | -6 | -0.4 | -12
C[C@H](CO)N1C[C@H](C)[C@@H](CN(C)Cc2ccccc2)Oc2c(NS(=O)(=O)c3ccccc3)cccc2C1=O | 29 | -5 | 0.6 | -2
C/C=C/c1ccc([C@@H]2[C@H](CO)N(CC3CCCC3)C23CN(C(=O)CC2CC2)C3)cc1 | · | 28 | 0.8 | -85*
Cc1noc(C)c1NC(=O)N(C)C[C@H]1OCc2cn(nn2)CCCC(=O)N([C@H](C)CO)C[C@H]1C | 76 | 3 | -0.2 | 7
COCCNC(=O)C[C@H]1CC[C@@H]2[C@@H](COc3ccc(NC(=O)C4CCCC4)cc3C(=O)N2C)O1 | 4 | -5 | 0.5 | 2
CC(=O)N(C)C[C@H]1[C@@H](c2ccc(-c3cccnc3)cc2)[C@@H](CO)N1C(=O)C1CC1 | · | 0 | -4.2 | 2
CCCNC(=O)C[C@H]1CC[C@@H]2[C@H](COC[C@H](O)CN2C(=O)Nc2ccc(Cl)c(Cl)c2)O1 | -64 | -101*! | 1.3 | 11
O=C(C[C@H]1CC[C@@H]2NC[C@@H](O)COC[C@H]2O1)N1CCc2ccccc2C1 | 5 | -3&-6 | -0.2 | 10
COc1cccc(S(=O)(=O)Nc2ccc3c(c2)OC[C@H](C)NC[C@@H](C)[C@@H](OC)CN(C)C3=O)c1 | -48 | 1 | -0.6 | 17
CCC(=O)Nc1ccc2c(c1)OC[C@H](C)N(C(=O)CN(C)C)C[C@@H](C)[C@H](OC)CN(C)C2=O | -54 | · | 1.0 | 42
CCCNC(=O)C[C@@H]1CC[C@@H]2[C@H](COc3ccc(NC(=O)Nc4ccccc4)cc3C(=O)N2C)O1 | 52 | 2 | -0.8 | -41
COCC(=O)N[C@H]1C=C[C@H](CC(=O)N2CCCCC2)O[C@H]1CO | 1 | · | 0.4 | 10
CNC[C@H]1Oc2cc(C#CCOC)ccc2S(=O)(=O)N([C@H](C)CO)C[C@@H]1C | · | -2 | 0.3 | -72
CCS(=O)(=O)N1CCC2(CC1)CN(S(=O)(=O)c1ccccc1)[C@@H](CO)c1c2c2ccc(OC)cc2n1C | · | 11 | 0.4 | -84*
C[C@@H]1CN([C@@H](C)CO)S(=O)(=O)c2ccc(-c3cncnc3)cc2O[C@H]1CN(C)C(=O)c1cccc(F)c1 | · | -3 | -0.4 | 29
CCCC#Cc1cnc2c(c1)C(=O)N([C@@H](C)CO)C[C@H](C)[C@@H](CN(C)S(C)(=O)=O)O2 | 12 | -2 | 0.2 | 10
COCC(=O)Nc1ccc2c(c1)[C@H]1C[C@H](CC(=O)NCCc3ccccc3)O[C@@H](CO)[C@H]1O2 | -34 | -1 | -1.4 | 9

Among those listed so far, these contain fluorine.
SMILES | Tcruzi prolif | C diff growth | GASC1 inh | Pf Dd2 growth
O=S(=O)(c1ccc(F)cc1)N1CCCCN2[C@H](CO)[C@H](c3ccc(C#CC4CCCC4)cc3)[C@@H]2C1 | 81 | -5 | · | -5
C/C=C/c1ccc2c(c1)O[C@@H](CN(C)C(=O)c1ccccc1F)[C@@H](C)CN([C@H](C)CO)S2(=O)=O | -21 | 1 | -1.3 | -19
C[C@H](CO)N1C[C@H](C)[C@@H](CN(C)C(=O)c2ccc(F)cc2)Oc2cc(-c3cccc(C#N)c3)ccc2S1(=O)=O | 48 | -7 | 0.4 | -51
OC[C@@H]1[C@@H](c2ccc(-c3ccccc3F)cc2)[C@H]2CN(Cc3cncnc3)CCCCN12 | 46 | -2 | -0.4 | -13
Cc1noc(C)c1S(=O)(=O)N(C)C[C@H]1OCCCC[C@@H](C)Oc2ccc(NC(=O)Nc3ccc(F)cc3)cc2C(=O)N([C@H](C)CO)C[C@@H]1C | 9 | -7 | -0.2 | -5
CN(C)CC#Cc1ccc([C@@H]2[C@@H](CO)N3C(=O)CN(C(=O)c4cccc(F)c4)C[C@H]23)cc1 | · | 2 | 2.6 | -4
CO[C@@H](CN(C)S(=O)(=O)c1ccc(C)cc1)[C@@H](C)CN(C(=O)Nc1ccccc1F)[C@@H](C)CO | 43 | · | -0.4 | -6
O=C(Nc1cc(F)ccc1F)N[C@@H]1C=C[C@@H](CC(=O)N2CCc3ccccc3C2)O[C@@H]1CO | · | -23 | -0.6 | 12
C[C@H]1CN([C@@H](C)CO)C(=O)c2cc(-c3ccc(F)cc3)cnc2O[C@H]1CN(C)C(=O)c1ccccc1F | 35 | -1 | -0.5 | -31
COc1ccc(C#Cc2ccc3c(c2)[C@H]2[C@H](CCN2C(=O)c2ccccc2F)[C@H](CO)N3C)cc1 | 88 | · | -0.7 | -71
N#C[C@H]1[C@@H](c2ccc(C3=CCCCC3)cc2)[C@H](CO)N1S(=O)(=O)c1cccc(F)c1 | 100* | 1 | 1.0 | -18
CNC[C@H]1Oc2cc(C#Cc3cccc(F)c3)ccc2S(=O)(=O)N([C@@H](C)CO)C[C@@H]1C | 85 | 5 | -4.6 | -49
O=C(C[C@H]1CC[C@H]2[C@@H](COC[C@@H](O)CN2C(=O)c2ccc(F)cc2)O1)NCc1cccc(F)c1 | 38 | · | 1.0 | 1
C[C@@H]1CN([C@@H](C)CO)S(=O)(=O)c2ccc(-c3cncnc3)cc2O[C@H]1CN(C)C(=O)c1cccc(F)c1 | · | -3 | -0.4 | 29

Screening data (PubChem)
